tim23-1 inh = tim23-1 yeast growth inhibition | S. cerevisiae tim23-1 growth, BacTiter-Glo luminescence, 24 h | inhibition, % at 20 µM | actives 1.3% (n = 330,000);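 active means growth inhibition of the mutant yeast at or above 50%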;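 further: temperature-sensitive mutant grown at 25 °C; plate controls were DMSO-treated mutant yeast for no effect and medium wells lacking yeast for full effect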
Mdm2 MdmX PPI = disrupts the human Mdm2-MdmX interaction; SaOS-2 split-luciferase Mdm2/MdmX complementation, luminescence; inhibition, % at 8 µM; actives 3% (n = 330,000); AID 485346;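 active means inhibition of at least 50% at 8 µM in the primary screen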
Target sequence (O15151 whole entry, looked up): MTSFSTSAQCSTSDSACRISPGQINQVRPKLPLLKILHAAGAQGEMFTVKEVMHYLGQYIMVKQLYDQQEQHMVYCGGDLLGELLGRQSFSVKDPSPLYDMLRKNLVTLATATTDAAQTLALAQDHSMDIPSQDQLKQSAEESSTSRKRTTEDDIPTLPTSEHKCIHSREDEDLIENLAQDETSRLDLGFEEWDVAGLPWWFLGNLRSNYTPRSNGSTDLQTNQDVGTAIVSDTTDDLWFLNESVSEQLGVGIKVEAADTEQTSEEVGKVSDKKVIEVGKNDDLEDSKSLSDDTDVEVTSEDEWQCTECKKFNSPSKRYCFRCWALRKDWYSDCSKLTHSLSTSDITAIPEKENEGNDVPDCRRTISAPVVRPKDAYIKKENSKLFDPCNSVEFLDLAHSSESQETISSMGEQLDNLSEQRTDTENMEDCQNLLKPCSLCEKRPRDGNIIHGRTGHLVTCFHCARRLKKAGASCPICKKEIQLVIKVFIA
Target sequence (Q00987 whole entry, looked up): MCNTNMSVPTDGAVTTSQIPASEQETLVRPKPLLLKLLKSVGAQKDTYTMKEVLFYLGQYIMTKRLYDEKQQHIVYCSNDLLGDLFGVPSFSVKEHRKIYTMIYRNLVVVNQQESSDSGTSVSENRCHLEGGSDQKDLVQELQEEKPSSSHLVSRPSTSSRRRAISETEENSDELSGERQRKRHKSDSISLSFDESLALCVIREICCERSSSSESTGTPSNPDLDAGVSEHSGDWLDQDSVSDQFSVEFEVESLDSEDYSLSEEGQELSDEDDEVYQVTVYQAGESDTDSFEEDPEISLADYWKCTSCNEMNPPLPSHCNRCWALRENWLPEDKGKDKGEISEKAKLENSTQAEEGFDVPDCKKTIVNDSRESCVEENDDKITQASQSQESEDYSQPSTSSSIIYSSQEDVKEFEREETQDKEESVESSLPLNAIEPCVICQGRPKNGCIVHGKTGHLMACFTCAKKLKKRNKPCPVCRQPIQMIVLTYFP
APJ agonist = agonists of human APJ apelin receptor | CHO-K1 APJ PathHunter beta-arrestin, luminescence; 0% DMSO wells, 100% apelin | activation, % at 20 µM | actives 0.11% (n = 330,000);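 active means activation more than six SD over the plate average, tested at 20 µM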;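 further: 0% = DMSO alone and 100% = apelin-13 at 10 nM; some results filed as inactive read as strong as hits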
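Incubation: overnight seeding, 90 min compound at 25 °C, 1 h detection; test system: PathHunter CHO-K1 APJ (AGTRL-1) beta-arrestin reporter cells; amount: 1000 cells/well; doses: one dose, 20 µM compound, 1% DMSO; measured by: beta-gal luminescence; measure: agonist-driven arrestin binding to APJ; benchmarks: negative DMSO alone, positive Apelin-13 at 10 nM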
UPR CHOP act = activators of apoptotic arm of unfolded protein response (CHOP); CHO-CHOP luciferase reporter, UPR activation, luminescence; percent of tunicamycin response over DMSO baseline; activation, % at 10 µM; actives 0.34% (n = 330,000);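 active means at 10 µM dose, activation of 40% or more, normalized to positive control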;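 further: 100% = tunicamycin at 10 µg/mL and 0% = DMSO alone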
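assay system = CHO CHOP reporter cells | amount = 500 CHO-CHOP cells per well | buffer or medium = F12 with 10% FBS | incubation = 16-18 h cell attachment, then 6 h compound exposure, 37 °C | detection = luminescence read with Steady-Glo | read-out = percent activation relative to tunicamycin control | controls = tunicamycin high control, DMSO low control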
697 NFkB inh = lowers PMA/ionomycin-induced NF-kB signal in 697 B cells. actives 0.33% (n = 330,000). 697 B-cell NF-kB luciferase reporter, 16 h. AID 435022. inhibition, % at 4 µM; in the data active means inhibition above about 35%
XBP1 UPR activ = adaptive UPR (XBP1) activation; CHO-XBP1 luciferase reporter, IRE1-XBP1 UPR activation, luminescence; percent of tunicamycin response, DMSO as zero; actives 0.33% (n = 330,000); activation, % at 20 µM; AID 463104;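 active means versus positive control, 20 µM dose yields 30% or more activation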;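 further: 100% = tunicamycin at 10 µg/mL and 0% = DMSO only wells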
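Material: CHO cell line with stable XBP1 luciferase reporter; schedule: 16-18 h cell attachment at 37 °C, then 6 h compound exposure; signal: glow luminescence from Steady-Glo reagent; medium: serum-containing F12 medium, 10% FBS; benchmarks: tunicamycin 10 µg/mL and vehicle-only wells; read-out: percent activation relative to tunicamycin reference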
Jurkat NFkB inh = inhibitors of the PMA/ionomycin-induced NF-kB reporter in Jurkat cells; AID 435003; inhibition, % at 4 µM; actives 0.53% (n = 330,000); PMA/ionomycin-induced NF-kB luciferase reporter, luminescence; in the data active means inhibition above about 50%
APJ antag = antagonists of human APJ apelin receptor | inhibition, % at 20 µM | AID 2521 | CHO-K1 APJ beta-arrestin complementation, luminescence | P35414 | actives 0.32% (n = 330,000);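 active means inhibition above about 40% at 20 µM, limit read from the data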;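 further: cells challenged with 10 nM apelin-13 agonist together with compound; plate controls were apelin-13 plus DMSO wells for no effect and DMSO wells lacking apelin-13 for full effect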
Starred values were filed as active, the others as inactive.

SMILES | tim23-1 inh | Mdm2 MdmX PPI | APJ agonist | UPR CHOP act | 697 NFkB inh | XBP1 UPR activ | Jurkat NFkB inh | APJ antag
NS(=O)(=O)c1ccc(NC(=O)COC(=O)COc2cccc(C(F)(F)F)c2)cc1 | 7 | -8 | -3 | 3.2 | -11 | 1 | -3 | 1
CCCNC(=O)Nc1ccc(C(F)(F)F)cc1 | 29 | 3 | -3 | 1.8 | -10 | 5 | -19 | 2
Cc1[nH]c2ccccc2c1C=NNC(=O)c1cc(-c2cccnc2)nc2ccccc12 | 6 | -6 | -1 | -0.6 | -2 | -3 | -10 | -1
O=C(CS(=O)(=O)c1cn(Cc2ccc(F)cc2)c2ccccc12)N1CCCCC1 | 0 | -2 | -5 | 0.1 | -26 | -3 | -12 | -2
CCC(C)(C)C1CCc2[nH]nc(C(=O)NCC3CC3)c2C1 (centres undefined) | 56* | 17 | 0 | 2.5 | -46 | 6 | -11 | -64
O=C(CCCn1c(=O)c2sccc2n(CC(=O)OCc2ccccc2)c1=O)NCc1ccco1 | 10 | 9 | 1 | -1.1 | -20 | 0 | 4 | 26
CCCC(=O)Nc1nnc(-c2cccc(OCC)c2)s1 | -17 | -5 | 3 | 1.9 | -43 | 3 | -27 | 20
CCOC(=O)c1oc2ccc(S(=O)(=O)n3nc(-c4ccc(OC)cc4)cc3N)cc2c1C | 10 | 47 | -1 | 1.9 | -50 | -4 | 58* | -2
Cc1cccc(/C=N/NC(=O)c2c(-c3ccccc3)noc2C)c1O | 53* | 67* | 2 | -2.0 | -27 | -3 | 11 | -51
CC(=O)Nc1nc(SCc2cccc3ccccc23)n[nH]1 | 6 | 12 | -3 | -1.6 | 22 | 2 | 9 | 15
Cc1ccc(S(=O)(=O)NCc2ccco2)cc1C(N)=O | 4 | 29 | -1 | -1.2 | 11 | 1 | 5 | 21
N#CC1=C(N)N(c2ccccc2)C2=C(C(=O)CCC2)C1c1cccs1 (centres undefined) | 5 | -15 | 0 | -0.6 | 12 | 0 | 2 | -13
CCn1ccnc1C(O)c1ccc(N(C)C)cc1 (centres undefined) | 3 | 13 | -2 | 3.1 | -22 | 2 | -16 | -13
Cc1ccc(Cl)cc1NC(=O)CCNC(=O)N1CC(=O)Nc2ccccc21 | -27 | -25 | 1 | 0.4 | -13 | -2 | 10 | -1
CCN(CC)C(=O)COc1ccc2c(-c3ccc(OC)cc3)cc(=O)oc2c1 | 35 | 4 | -3 | 1.1 | 16 | -8 | 20 | 10
COc1ccc(-c2ccn(-c3cccc(F)n3)n2)cc1 | 29 | 2 | -4 | 5.8 | -47 | -3 | -31 | -9
CN(CC#CCC(c1ccccc1)c1ccccc1)C(C)(C)C | -8 | 23 | -2 | -0.7 | -14 | -2 | 10 | 20
CCN1CCN(CC(=O)N2N=C(c3cccs3)CC2c2ccc(C)cc2)C(=O)C1=O (centres undefined) | 17 | -42 | -4 | 0.9 | -3 | 0 | -3 | 13
N#C/C(=C\c1ccccc1)C(=O)N1CCC(C(N)=O)CC1 | 5 | 4 | 0 | 0.4 | -71 | -6 | -3 | 11
CCn1c(-c2ccco2)nc2ccccc21 | 10 | -24 | 0 | 2.5 | -9 | 1 | -21 | 8
O=C1NCC2=C1C(c1ccccc1)Nc1ccccc1N2 (centres undefined) | 3 | 4 | 0 | 1.1 | -13 | 4 | -21 | 2
O=c1[nH]c(C2CCN(S(=O)(=O)Cc3ccccc3)CC2)nc2c1nnn2Cc1ccccc1 | 15 | 13 | 1 | 2.7 | -7 | -1 | -5 | 4
Cc1ccc(-n2nnnc2/C=C\Nc2cc(C)on2)cc1 | 4 | 34 | -1 | -0.2 | 21 | -2 | -2 | 1
CCOc1ccc(N2C(=O)CC(NCCc3ccncc3)C2=O)cc1 (centres undefined) | 21 | 2 | -1 | 0.6 | -5 | 0 | 8 | 8
CCCc1nc2oc3cc(OC)ccc3c(=O)c2c(=O)n1CCc1ccccc1 | 45 | 14 | 2 | 1.4 | 5 | -1 | -16 | 13

The closing four records of the section before come first, to join the parts:
SMILES | tim23-1 inh | Mdm2 MdmX PPI | APJ agonist | UPR CHOP act | 697 NFkB inh | XBP1 UPR activ | Jurkat NFkB inh | APJ antag
O=c1[nH]c(C2CCN(S(=O)(=O)Cc3ccccc3)CC2)nc2c1nnn2Cc1ccccc1 | 15 | 13 | 1 | 2.7 | -7 | -1 | -5 | 4
Cc1ccc(-n2nnnc2/C=C\Nc2cc(C)on2)cc1 | 4 | 34 | -1 | -0.2 | 21 | -2 | -2 | 1
CCOc1ccc(N2C(=O)CC(NCCc3ccncc3)C2=O)cc1 (centres undefined) | 21 | 2 | -1 | 0.6 | -5 | 0 | 8 | 8
CCCc1nc2oc3cc(OC)ccc3c(=O)c2c(=O)n1CCc1ccccc1 | 45 | 14 | 2 | 1.4 | 5 | -1 | -16 | 13
CC(=O)NC(C(=O)OCC(=O)N(c1ccccc1)c1ccccc1)C(C)C (centres undefined) | 6 | 8 | -2 | 0.4 | 8 | 0 | 2 | 21
Cc1cc(Cl)ccc1NC(=O)C(=O)N/N=C/c1ccc2c(c1)OCO2 | -4 | 31 | -5 | 2.9 | 6 | 9 | 8 | 8
CCOc1ccc(N=C2NC(=O)S/C2=C\c2ccc(Cl)cc2)cc1 | -3 | 45 | 1 | 1.0 | 22 | 1 | 10 | 23
CC(C)(C)C(=O)NC(C(N)=O)=C(Cl)Cl | 13 | -16 | 2 | -0.6 | 13 | 0 | -11 | 5
O=C(Nc1cc2c3c(c1)CC(=O)N3CCC2)c1cccc(F)c1 | -14 | 13 | -2 | 2.1 | 10 | 1 | -1 | 8
O=C(CCC1CCCN(C(=O)c2ccc3c(c2)OCO3)C1)NCc1ccc(F)c(F)c1 (centres undefined) | -1 | -8 | -4 | -1.1 | -12 | -1 | 5 | 1
COc1ccc(-c2csc3ncnc(NCCCO)c23)cc1 | 14 | 46 | -4 | -3.4 | -21 | 3 | 27 | 10
CC(C)(C)NC(=O)COc1ccc(CNCc2cccs2)cc1 | -11 | 16 | -1 | -1.4 | 1 | 1 | 1 | 9
COc1cc(OC)cc(C(=O)Nc2ccc(Nc3ccccc3)cc2)c1 | 72* | -3 | -1 | 3.6 | -46 | -4 | -15 | 17
CCOC(=O)CNC(=O)CSc1nc(C)cc(C)c1C#N | 2 | -13 | 0 | 0.6 | 0 | 1 | -17 | -3
COC(=O)c1nc(-n2nc(C)cc2C)ccc1Cl | 4 | 0 | -3 | 1.1 | 12 | 3 | 12 | -16
O=C(Nc1nn[nH]n1)c1cccc([N+](=O)[O-])c1 | 2 | -15 | 3 | 2.8 | 17 | -1 | 9 | -10
COc1ccc(CN2CCNC(=O)C2CC(=O)N(C)Cc2ccon2)c(F)c1 (centres undefined) | 0 | 18 | -5 | 0.1 | 14 | -2 | 5 | -11
CCCCn1c(N)c(N(CCOC)C(=O)CCCc2nc3ccccc3c(=O)[nH]2)c(=O)[nH]c1=O | 15 | 5 | -3 | -1.1 | 13 | -4 | -15 | 0
CCOc1ccccc1C(=O)N(Cc1sccc1C)C1CCS(=O)(=O)C1 (centres undefined) | 13 | -4 | -3 | 0.7 | 10 | -6 | 14 | 9
O=C(CN1C(=O)CSCC1=O)Nc1ccc2c(c1)OCO2 | 7 | -1 | -3 | 1.1 | -16 | 4 | 5 | -14
CSc1ccc(OCC(=O)Nc2ccc(N3CCOCC3)c(Cl)c2)cc1 | -5 | 17 | 1 | 0.8 | 14 | -1 | 13 | 13
O=C(NC(=S)N1CCOCC1)c1ccccc1Cl | 2 | -5 | -4 | -0.9 | -37 | -4 | 4 | 20
O=C(NCCNC(=O)c1ccc([N+](=O)[O-])cc1)c1ccncc1 | 7 | 33 | 1 | -0.9 | 9 | 2 | 5 | -6
CCC(=O)Nc1ccccc1C(=O)N1CCCC1 | 5 | 24 | 4 | 0.1 | 6 | -1 | 7 | 5
CCN1CCN(CC(=O)Nc2cc(C)c(C)cc2[N+](=O)[O-])CC1 | 6 | -15 | -5 | -0.5 | -20 | 0 | -20 | -13
CCC1CCCCN1C(=O)c1cc(S(=O)(=O)N2CCOCC2)ccc1C (centres undefined) | 10 | 24 | -1 | -0.4 | 13 | -3 | -17 | 4
Cc1noc(C)c1S(=O)(=O)N(C)C[C@H]1Oc2ccc(NC(=O)Cn3cnnn3)cc2C(=O)N([C@H](C)CO)C[C@@H]1C | 13 | -13 | -2 | 0.6 | 22 | -3 | 29 | 8
O=C(CCCCCNc1nc(=S)[nH]c2ccccc12)NCCc1ccccc1 | 11 | 4 | 1 | 3.0 | -51 | -1 | 34 | -3
N/C(=N\OC(=O)CCN1C(=O)c2ccccc2C1=O)c1ccccn1 | 11 | 2 | -3 | 6.3 | -13 | 10 | -2 | 3
Next section.
SMILES | tim23-1 inh | Mdm2 MdmX PPI | APJ agonist | UPR CHOP act | 697 NFkB inh | XBP1 UPR activ | Jurkat NFkB inh | APJ antag
Fc1ccc(CSc2nnc(-c3cccnc3)n2Cc2ccco2)cc1 | 15 | -13 | -2 | 0.4 | 0 | -1 | 6 | -1
CS(=O)(=O)c1ccc(Cl)c(NC(=O)COC(=O)c2cccc(S(=O)(=O)N3CCCC3)c2)c1 | -12 | 0 | 7 | -0.1 | -20 | 1 | 1 | -35
Cc1cc(C(=O)Nc2ccc3ccccc3c2)c(C)o1 | 37 | -189 | -2 | 6.4 | -166 | -5 | -176 | 19
COc1ccc(CCNC(=O)C(NS(=O)(=O)c2cccc3nsnc23)C(C)C)cc1OC (centres undefined) | -4 | 22 | 1 | 0.2 | -19 | -1 | -5 | 5
O=C(Nc1c(F)cc(F)cc1Br)c1cc(S(=O)(=O)N2CCN(c3ccccn3)CC2)ccc1F | 38 | -1 | -1 | 0.2 | -19 | -1 | 2 | -11
CCSc1n[nH]c(=O)[nH]c1=O | 4 | 19 | 1 | -0.5 | 12 | -1 | 6 | 20
Cc1ccc(CNc2ccc(N3CCOCC3)c(C(=O)O)c2)s1 | 5 | 11 | -3 | 1.8 | 10 | 3 | 7 | -9
N#CCCN(Cc1cccnc1)C(=S)NC(=O)c1ccco1 | -1 | 18 | -4 | 0.0 | 12 | -2 | -10 | 1
CCCCN1C(=O)CC(N2CCOCC2)C1=O (centres undefined) | -2 | -17 | 6 | -1.5 | -41 | -2 | -12 | 3
CCC(C)(C)n1nnnc1C(CC(C)C)N1CCC(C(N)=O)CC1 (centres undefined) | 16 | -17 | -2 | 1.7 | -6 | -2 | 0 | 11
CCOC(=O)c1c(-c2ccccc2)oc2ccc(OCC(=O)NNC(=O)CCC(=O)O)cc12 | 9 | -2 | -1 | -0.1 | -7 | 5 | -11 | 8
Cc1oc2cc3oc(=O)c(CC(=O)N[C@@H](C)C(=O)NC(Cc4ccc(Cl)cc4)C(=O)O)c(C)c3cc2c1C (some centres undefined) | 3 | 13 | -2 | 2.5 | 24 | -6 | -1 | -6

Part of the list above, set out differently:
SMILES,tim23-1 inh,Mdm2 MdmX PPI,APJ agonist,UPR CHOP act,697 NFkB inh,XBP1 UPR activ,Jurkat NFkB inh,APJ antag
COc1ccc(CCNC(=O)C(NS(=O)(=O)c2cccc3nsnc23)C(C)C)cc1OC (centres undefined),-4,22,1,0.2,-19,-1,-5,5
O=C(Nc1c(F)cc(F)cc1Br)c1cc(S(=O)(=O)N2CCN(c3ccccn3)CC2)ccc1F,38,-1,-1,0.2,-19,-1,2,-11
CCSc1n[nH]c(=O)[nH]c1=O,4,19,1,-0.5,12,-1,6,20
Cc1ccc(CNc2ccc(N3CCOCC3)c(C(=O)O)c2)s1,5,11,-3,1.8,10,3,7,-9
